From PubChem
DDE Tn7 FP inh = inhibitors of Tn7 peptide binding to fibrin DD(E), primary screen, biochemical, fluorescence polarization, human fibrin, Tn7 probe; Fibrinogen beta chain (Homo sapiens), P02675; FP displacement of FITC-Tn7 peptide from fibrin DD(E); 0% = median of compound wells per plate; inhibition, % at 8.3 µM; 370,000 compounds, 0.13% hits; AID 720508, 2013;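 active = inhibition above the mean of compounds falling within the control limits plus 3 SD of them, cut at about 14% in these data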;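 also: 0% = plate median of compound wells and 100% = 10 µM Aha-Tn7 peptide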
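assay system = human clot-derived fibrin DD(E) complex | quantity = Fibrin-DD(E) at 2 µM final | timing = 10 min preincubation, 3 h with tracer, room temperature | signal = fluorescence polarization | measure = percent inhibition | benchmarks = high control wells with 10 µM unlabelled Aha-Tn7 peptide (full inhibition) | replicates = singlicate testing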
HGIII-sPLA2 inh = human group III sPLA2 inhibitors, primary screen, biochemical, QFRET, BODIPY PC-A2 liposome substrate; QFRET BODIPY PC-A2 liposome hydrolysis, fluorescence; inhibition, % at 12.2 µM; Group 3 secretory phospholipase A2 (Homo sapiens), Q9NZ20; AID 743126, 2013; 370,000 compounds, 0.56% hits;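 active = inhibition above mean plus 3 SD of compounds lying within the high and low control bounds, cut at about 19% in these data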;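 also: 0% = median of test compound wells and 100% = no enzyme DMSO wells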
UHRF1 MBD2 ctr = UHRF1 methylated DNA binding inhibitors, primary screen, counter-screen for MBD2 inhibitor project, biochemical, TR-FRET, human UHRF1, single concentration; inhibition, % at 4.4 µM; E3 ubiquitin-protein ligase UHRF1 (Homo sapiens), Q96T88; 370,000 compounds, 0.75% hits; AID 687016, 2013; UHRF1 binding to methylated oligo; in the data active = inhibition above about 21%;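 also: UHRF1 SRA domain binding a hemimethylated CpG hairpin DNA probe; 0% = median of test compound wells and 100% = reference inhibitor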
ARFGAP1 inh = inhibitors of rat ARFGAP1 GAP activity, primary screen, biochemical, fluorescence polarization, GDP tracer. Arfgap1-stimulated ARF1 GTP hydrolysis, GDP FP detection. inhibition, % at 16.5 µM. 360,000 compounds, 0.26% hits. AID 651572, 2012;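 active = inhibition above a per-plate limit, mean inhibition of low control wells plus 3 SD, cut at about 25% in these data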;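 also: 0% = DMSO wells with enzyme and 100% = wells lacking Arfgap1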
Target sequence (Q62848 1-136 limits assumed): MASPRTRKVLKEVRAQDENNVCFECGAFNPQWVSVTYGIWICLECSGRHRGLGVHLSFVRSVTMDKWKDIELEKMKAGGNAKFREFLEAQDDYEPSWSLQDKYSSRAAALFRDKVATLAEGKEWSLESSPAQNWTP
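Assay system: Rat Arfgap1 GAP domain (His6, aa 1-136), purified enzyme | Buffer or medium: HEPES 25 mM pH 7.5, NaCl 150 mM, MgCl2, DTT | Schedule: GTP hydrolysis reaction 2 h at 25 °C | Signal: FP of antibody-bound GDP Alexa 633 tracer, ex 620/em 688 nm | Measure: Percent inhibition of Arfgap1-stimulated GTP hydrolysis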
ASAP1 inh = inhibitors of human ASAP1 ArfGAP activity, primary screen, biochemical, fluorescence polarization; ASAP1-stimulated ARF1 GTP hydrolysis, GDP FP detection; inhibition, % at 16.5 µM; 360,000 compounds, 0.19% hits; in the data active = inhibition above about 25%;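 also: 0% = vehicle with enzyme and substrate and 100% = no enzyme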
proKLK7 act = proKLK7 zymogen activators, primary screen, biochemical, fluorescence intensity | Kallikrein-7 (Homo sapiens), P49862 | purified proKLK7, EDANS-DABCYL substrate fluorescence; 100% is mature enzyme control, 0% vehicle | activation, % at 7 µM | 370,000 compounds, 0.9% hits | AID 652039, 2013;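 active = activation above the mean of all tested compounds plus 3 SD, computed per campaign excluding outliers beyond control limits, cut at about 13% in these data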
Target sequence (P49862 whole entry, looked up): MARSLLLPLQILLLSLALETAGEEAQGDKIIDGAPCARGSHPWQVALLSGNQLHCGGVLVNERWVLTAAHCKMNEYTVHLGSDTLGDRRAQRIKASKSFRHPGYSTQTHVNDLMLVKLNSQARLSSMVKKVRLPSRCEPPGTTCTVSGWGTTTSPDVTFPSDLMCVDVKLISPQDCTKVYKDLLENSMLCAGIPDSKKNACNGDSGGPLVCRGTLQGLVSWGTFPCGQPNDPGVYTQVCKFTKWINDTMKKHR
DDE Tn6 FP inh = inhibitors of Tn6 peptide binding to fibrin DD(E), primary screen, biochemical, fluorescence polarization, human fibrin, Tn6 probe | inhibition, % at 8.3 µM | Fibrin DD(E) TRITC-Tn6 fluorescence polarization displacement | Fibrinogen beta chain (Homo sapiens), P02675 | 370,000 compounds, 0.21% hits;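 active = inhibition above a per-campaign cutoff: mean of compounds within control limits plus 3 SD, cut at about 15% in these data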;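 also: 0% = median of all compound wells on the plate and 100% = blocking peptide control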
NR1D1 modulator = modulators of Rev-erb alpha DNA binding, primary screen, biochemical, FITC-DNA, fluorescence polarization, uHTS; AID 1259318, 2017; Rev-erbα–FITC-DNA binding, 90 min; 370,000 compounds, 0.79% hits; activity, % at 10 µM; Nuclear receptor subfamily 1 group D member 1 (Homo sapiens), P20393;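 active = activity above about 14%, limit read from the data; passing the limit was not always enough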;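 also: 0% = DMSO wells with 35 nM protein and 100% = DMSO wells with 750 nM protein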
Target sequence (P20393 whole entry, looked up): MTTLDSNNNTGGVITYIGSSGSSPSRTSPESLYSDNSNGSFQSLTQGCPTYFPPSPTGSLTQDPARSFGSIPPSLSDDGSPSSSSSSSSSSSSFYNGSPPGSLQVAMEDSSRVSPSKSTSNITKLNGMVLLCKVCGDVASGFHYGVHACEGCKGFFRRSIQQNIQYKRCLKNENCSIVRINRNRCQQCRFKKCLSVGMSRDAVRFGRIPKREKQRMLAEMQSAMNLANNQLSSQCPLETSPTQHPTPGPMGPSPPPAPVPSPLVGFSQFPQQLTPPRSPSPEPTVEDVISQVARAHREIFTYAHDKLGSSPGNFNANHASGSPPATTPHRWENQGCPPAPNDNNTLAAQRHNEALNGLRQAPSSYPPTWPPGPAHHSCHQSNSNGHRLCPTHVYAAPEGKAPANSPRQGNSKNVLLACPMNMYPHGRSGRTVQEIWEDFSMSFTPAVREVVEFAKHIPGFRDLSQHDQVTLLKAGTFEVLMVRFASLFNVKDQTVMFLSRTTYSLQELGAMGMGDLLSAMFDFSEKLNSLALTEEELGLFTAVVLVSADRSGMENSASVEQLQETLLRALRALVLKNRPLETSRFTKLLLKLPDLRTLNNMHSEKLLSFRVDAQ
PLCb3 inh = human PLC-beta3 inhibitors, primary screen, biochemical, fluorescence; 1-phosphatidylinositol 4,5-bisphosphate phosphodiesterase beta-3 (Homo sapiens), Q01970; Purified PLC-beta3, fluorogenic substrate; inhibition, % at 12.2 µM; 370,000 compounds, 0.18% hits; AID 720704, 2013; in the data active = inhibition above about 11%;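 also: 0% = median of compound wells on plate and 100% = full blocker control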
PLCg1 inh = PLC-gamma1 enzyme inhibitors, primary screen, biochemical, fluorescence, purified enzyme; 1-phosphatidylinositol 4,5-bisphosphate phosphodiesterase gamma-1 (Homo sapiens), P19174; 370,000 compounds, 0.84% hits; AID 720700, 2013; inhibition, % at 12.2 µM; fluorogenic substrate; in the data active = inhibition above about 9.5%
Active calls of the source: *; nt = not tested or not shown.

nr	SMILES	DDE Tn7 FP inh	HGIII-sPLA2 inh	UHRF1 MBD2 ctr	ARFGAP1 inh	ASAP1 inh	proKLK7 act	DDE Tn6 FP inh	NR1D1 modulator	PLCb3 inh	PLCg1 inh
1	Cc1ccc(NC(=O)COc2nsnc2N2CCOCC2)cc1Cl	-2	2	0	12	4	0.2	-8	-4	-2	4
2	CN1/C(=C\C(=O)C[n+]2ccc(C(=O)c3ccccc3)cc2)C(C)(C)c2ccccc21	-3	-23	-2	-1	0	-0.2	2	1	0	2
3	CC1=C(C(=O)N2CCCCCC2)CC(CC(=O)NCc2cccc3ccccc23)C(=O)N1CCC1=CCCCC1 (stereo not drawn)	3	-12	-1	-7	-2	0.3	-4	-5	0	3
4	Cc1cc(C)nc(NC(=O)c2ccc(Br)cc2)n1	-3	-1	-3	0	-3	0.9	1	-7	1	0
5	COc1ccccc1CNC(=O)c1ccc(OCc2c(C)noc2C)c(OC)c1	-9	-3	1	0	12	0.0	-2	4	2	3
6	CCOC(=O)c1c(C)n(CCO)c2ccc(O)cc12	-3	3	1	-2	-10	0.6	-2	-2	-4	1
7	O=C(NCc1ccncc1)C(=O)NCC1OCCN1S(=O)(=O)c1cc(F)ccc1F (stereo not drawn)	9	3	14	-11	-12	0.2	5	-1	-5	-2
8	CCN(c1ccccc1)S(=O)(=O)c1ccc(F)cc1C	-1	1	0	4	-2	0.2	-2	4	2	-3
9	Cn1c(=O)c2c(nc(N3CCOCC3)n2CCCNC2=NCCC2)n(C)c1=O	5	4	-2	-3	-3	-0.4	2	-1	4	1
10	CC(C)c1nn2c(=O)cc(COc3cccc(NC(=O)c4ccco4)c3)nc2s1	7	4	0	-3	7	0.3	0	9	-3	-3
11	CC(C)CC(=O)Nc1cc2c3c(c1)C(C)C(=O)N3CCC2 (stereo not drawn)	-8	-9	4	6	9	0.6	-6	-1	-9	-2
12	Cc1ccc(-n2c(SCC(=O)Nc3ccccc3-c3ccccc3)nnc2-c2cccs2)cc1	-4	-8	1	nt	nt	-0.5	-8	-3	2	5
13	CCN1C(=O)C(=O)N(Cc2ccc(OC)c(F)c2)C1=O	0	0	0	2	-2	0.6	-5	0	-3	-2
14	CCOc1ccc(S(=O)(=O)N2CCCCC2)cc1NC(=O)Cc1cc(OC)c(OC)c(OC)c1	5	-2	0	-6	-19	1.4	-1	0	3	0
15	Cc1ccc(S(=O)(=O)N(C)CC(=O)N2CCN(Cc3ccccc3)CC2)cc1	5	4	1	6	1	-0.2	-3	-1	-17	-8
16	O=C(NC1CCCC1)C(c1ccsc1)N(C(=O)Cc1cccs1)c1cccc(F)c1 (stereo not drawn)	-12	0	-1	-8	5	-0.2	1	-3	6	4
17	CCCCNS(=O)(=O)/C=C/c1ccccc1	0	-4	-2	4	-6	0.4	-1	-5	1	2
18	COc1ccc2c(CN3CCCC3)cc(=O)oc2c1	-11	-4	-4	13	8	3.2	-3	2	-182	-126
19	N/C(=N\OC(=O)Oc1ccccc1)c1ccc([N+](=O)[O-])cc1	5	0	-1	10	12	-0.7	1	4	1	-1
20	O=C(Nc1ccccc1[N+](=O)[O-])C1COc2ccccc2O1 (stereo not drawn)	3	15	0	7	-5	0.1	8	10	-3	2

From no. 19 as far as 20, as listed above:
nr	SMILES	DDE Tn7 FP inh	HGIII-sPLA2 inh	UHRF1 MBD2 ctr	ARFGAP1 inh	ASAP1 inh	proKLK7 act	DDE Tn6 FP inh	NR1D1 modulator	PLCb3 inh	PLCg1 inh
19	N/C(=N\OC(=O)Oc1ccccc1)c1ccc([N+](=O)[O-])cc1	5	0	-1	10	12	-0.7	1	4	1	-1
20	O=C(Nc1ccccc1[N+](=O)[O-])C1COc2ccccc2O1 (stereo not drawn)	3	15	0	7	-5	0.1	8	10	-3	2

(next part)
nr	SMILES	DDE Tn7 FP inh	HGIII-sPLA2 inh	UHRF1 MBD2 ctr	ARFGAP1 inh	ASAP1 inh	proKLK7 act	DDE Tn6 FP inh	NR1D1 modulator	PLCb3 inh	PLCg1 inh
21	Cc1ccc(Cn2ccc(NC(=O)c3noc4c3CCc3ccccc3-4)n2)cc1	6	2	-3	-15	10	-0.1	7	1	1	-2
22	O=C(COc1ccccc1)N/N=C/c1ccc2c(c1)OCO2	-4	0	-1	-2	18	0.1	-2	-1	-3	-4
23	CC(C)(C)OC(=O)N1CCC[C@H]1C(=O)N/N=C/c1ccc2nccnc2c1	-6	16	3	11	7	-0.1	1	3	-12	-8
24	COC(=O)c1[nH]c(C)c(/C(O)=C2\C(=O)C(=O)N(CCN3CCOCC3)C2c2cccnc2)c1C (stereo not drawn)	6	-1	0	-1	-2	-0.6	9	-2	-2	0
25	O=C(CCl)Nc1ccc(-c2ccccc2)cc1	-2	7	5	1	9	-0.2	2	-5	-3	0
26	Cc1cc2nccc(-c3ccc(OCCCF)cc3)n2n1	-1	2	0	6	-2	3.4	1	2	-361	-276
27	COC(=O)[C@]12C[C@H](CC(=O)NCc3ccc(OC)c(OC)c3)C(=O)N(Cc3cccc4ccccc34)C1=C[C@H](COCc1ccccc1)O[C@@H]2C	2	-11	0	nt	nt	-0.3	-3	-1	0	3
28	Cc1cc(Cl)ccc1OC(C)C(=O)Nc1ccc(S(=O)(=O)N2CCOCC2)cc1 (stereo not drawn)	1	-30	-2	1	6	0.2	-4	6	-15	-6
29	COc1cc(-c2c(-c3cc(OC)c(OC)c(OC)c3)noc2C)ccc1F	7	-2	1	10	12	-0.1	-3	-1	-1	-1
30	COc1ccc(CN(C(=O)c2ccccc2Br)C2CCS(=O)(=O)C2)cc1 (stereo not drawn)	-8	1	-1	-6	-7	0.8	1	-3	3	0
31	CN(Cc1ccccc1)C(=O)Cn1nnc(-c2ccccc2)c1COc1ccccc1	2	-7	2	0	5	-0.4	1	1	-2	0
32	O=C(NCC(=O)N1CCN(c2ccc(C(F)(F)F)cn2)CC1)c1ccc(Br)o1	-7	-2	9	2	7	0.1	3	-2	-7	-2
33	Cc1ccc(OCCSc2nnc(NC(=O)c3ccco3)s2)cc1	0	6	-2	1	6	-0.2	1	3	-2	-1
34	O=C(c1ccco1)N1CCN(Cc2cc(=O)c(OCc3ccc([N+](=O)[O-])cc3)co2)CC1	-4	0	2	5	-1	0.5	3	0	4	11*
35	Cc1ccc(OCCC(=O)OCC(=O)Nc2ccccc2)cc1	-4	5	2	-3	-2	0.7	6	3	-6	2
36	COc1ccc(/C=C2\Sc3ccc(C(=O)NCCCN4CCCC4)cc3N(C)C2=O)cc1OC	-2	-3	10	9	24	0.1	-2	-5	-43	-24
37	COc1ccccc1-n1c(SCC(=O)N2CCOCC2)nc(O)c(Cc2ccccc2)c1=O	-7	2	1	3	-6	-0.2	-13	-3	0	0
38	Cc1ccc(S(=O)(=O)N2CC3C(=O)C[C@@H](c4ccccc4Cl)N(S(=O)(=O)c4ccc(C)cc4)C3CC2c2ccccc2)cc1 (stereo partly drawn)	-8	-10	-2	-4	-12	0.0	-1	-2	4	0
39	COC(=O)[C@@]12C[C@@H](CC(=O)NCc3cccs3)C(=O)N(Cc3ccco3)C1=CCC(C)(C)C2	0	-14	0	6	-2	0.9	-5	-1	6	4
40	Cc1coc2c(C)c3oc(=O)c(CCC(=O)NCCN4CCOCC4)c(C)c3cc12	-3	4	-4	5	8	9.6	5	-2	-211	-156
41	NC(=O)CSc1nnc(COc2ccccc2)n1CCc1ccccc1	5	0	-1	-1	14	-0.7	7	-2	0	-2
42	Cn1c2c(c(=O)[nH]c1=O)C(c1cccc(O)c1)C1=C(N2)c2ccccc2C1=O (stereo not drawn)	7	-10	8	-5	0	7.6	0	-8	-1	-4
43	CCN(c1ccc(OC)cc1)S(=O)(=O)c1nnc(NC(=O)COc2ccc(F)cc2)s1	7	-5	2	-2	-7	-0.2	2	0	-8	-4
44	FC(F)(F)c1ccccc1NC(=S)OCCN1CCCC12CCC(c1ccccc1)CC2 (stereo not drawn)	-1	5	-3	nt	nt	nt	3	-4	-2	-1
45	COc1cc(/C=N/S(=O)(=O)CCc2ccccc2)ccc1O	5	10	2	0	-7	0.2	0	3	0	2
46	CC(C(=O)NCC1CCCCC1)N1CCc2ccccc2C1 (stereo not drawn)	1	4	1	7	-4	-0.5	4	-2	-3	-2
47	Cc1cc(-c2csc(NC(=O)c3ccc(=O)[nH]c3)n2)c(C)n1Cc1ccccc1	8	7	1	2	13	-0.4	-3	-5	-80	-47
48	Cc1ccccc1-n1nc2c(c1NC(=O)c1cc3ccccc3oc1=O)CS(=O)(=O)C2	1	2	-6	-10	-17	0.6	4	-1	2	3
49	Cn1ccnc1C(=O)c1ccc(Cl)c(S(=O)(=O)N2CCOCC2)c1	-2	6	1	8	9	0.2	-6	4	-4	1
50	Cc1noc(C)c1C(=O)N1CCN(S(=O)(=O)c2cccc(Cl)c2Cl)CC1	4	-6	-1	5	9	-0.5	2	6	-6	0
